# CHOP UPR activ = apoptotic UPR (CHOP) activation; CHO-CHOP luciferase reporter, luminescence; percent of tunicamycin response over DMSO baseline; activation, % at 10 µM; 0.34% of 330,000 active;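 active = at 10 µM dose, activation of 40% or more, normalized to positive control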;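 also: 100% = tunicamycin at 10 µg/mL and 0% = DMSO alone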
#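 measured by = luciferase luminescence | assay system = CHO-CHOP cells, stable luciferase reporter of PERK-eIF2a-CHOP signalling | amount = 500 reporter cells seeded per well | timing = 6 h compound exposure at 37 °C after overnight seeding | controls = positive tunicamycin 10 µg/mL, negative DMSO alone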
# Mdm2 MdmX PPI = human Mdm2/MdmX binding inhibition; SaOS-2 split-luciferase Mdm2/MdmX complementation, luminescence; inhibition, % at 8 µM; 3% of 330,000 active;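 active = inhibition of at least 50% at 8 µM in the primary screen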
# UPR XBP1 act = adaptive UPR (XBP1) activation. AID 463104. 0.33% of 330,000 active. activation, % at 20 µM. CHO-XBP1 luciferase reporter, IRE1-XBP1 UPR activation, luminescence; percent of tunicamycin response, DMSO as zero;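 active = versus positive control, 20 µM dose yields 30% or more activation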;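 also: 100% = tunicamycin at 10 µg/mL and 0% = DMSO only wells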
#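 Assay system: IRE1-XBP1 luciferase reporter CHO line. Input: 1000 cells/well. Buffer or medium: F12 with 10% serum. Doses: 20 µM, 1% DMSO. Times: overnight seeding at 37 °C, 6 h compound treatment at 37 °C. Technique: Steady-Glo luciferase glow luminescence, 10 min after reagent addition.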
# tim10-1 inh = growth inhibitors of tim10-1 mutant yeast | S. cerevisiae tim10-1 ts strain growth, BacTiter-Glo, 24 h | inhibition, % at 20 µM | 2.2% of 330,000 active | AID 463190;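 active = inhibition of at least 40%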;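 also: mutant grown at 25 °C; 0% = DMSO wells with yeast and 100% = wells holding no yeast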
# TIM10 inh = growth inhibitors of TIM10 yeast strain | S. cerevisiae TIM10 strain growth, BacTiter-Glo luminescence, 24 h | inhibition, % at 10 µM | 1.4% of 330,000 active | AID 463195;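 active = inhibition of 40% or more at the single tested concentration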;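 also: wild-type TIM10 isogenic control strain grown at permissive 25 °C; 0% = DMSO yeast wells and 100% = minimal medium wells without yeast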
# CXCR6 inh = CXCR6 (human) receptor inhibition. O00574. CHO-K1 PathHunter CXCR6 beta-arrestin, luminescence. inhibition, % at 20 µM. 0.36% of 360,000 active. AID 602244; in the data active = inhibition above about 34%, passing the limit was not always enough;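 also: antagonist mode with CXCL16 agonist at 10 nM final; 0% = 10 nM CXCL16 with DMSO and 100% = unstimulated wells without agonist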
# Target sequence (O00574 whole entry, looked up): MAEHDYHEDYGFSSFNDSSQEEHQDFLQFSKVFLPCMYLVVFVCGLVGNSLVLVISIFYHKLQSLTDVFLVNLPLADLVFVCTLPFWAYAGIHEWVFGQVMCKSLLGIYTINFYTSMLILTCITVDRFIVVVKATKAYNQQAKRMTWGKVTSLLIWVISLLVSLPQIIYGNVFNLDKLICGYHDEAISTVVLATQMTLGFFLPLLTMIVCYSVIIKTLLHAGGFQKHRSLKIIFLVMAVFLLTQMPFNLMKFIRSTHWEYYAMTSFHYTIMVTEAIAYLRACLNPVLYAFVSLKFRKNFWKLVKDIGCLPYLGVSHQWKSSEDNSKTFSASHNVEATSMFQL
# APJ antagonist = blocks the human apelin receptor APJ; P35414; CHO-K1 APJ beta-arrestin complementation, luminescence; inhibition, % at 20 µM; 0.32% of 330,000 active;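 active = inhibition above about 40% at 20 µM, limit read from the data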;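 also: cells challenged with 10 nM apelin-13 agonist together with compound; plate controls were apelin-13 plus DMSO wells for no effect and DMSO wells lacking apelin-13 for full effect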
# Target sequence (P35414 whole entry, looked up): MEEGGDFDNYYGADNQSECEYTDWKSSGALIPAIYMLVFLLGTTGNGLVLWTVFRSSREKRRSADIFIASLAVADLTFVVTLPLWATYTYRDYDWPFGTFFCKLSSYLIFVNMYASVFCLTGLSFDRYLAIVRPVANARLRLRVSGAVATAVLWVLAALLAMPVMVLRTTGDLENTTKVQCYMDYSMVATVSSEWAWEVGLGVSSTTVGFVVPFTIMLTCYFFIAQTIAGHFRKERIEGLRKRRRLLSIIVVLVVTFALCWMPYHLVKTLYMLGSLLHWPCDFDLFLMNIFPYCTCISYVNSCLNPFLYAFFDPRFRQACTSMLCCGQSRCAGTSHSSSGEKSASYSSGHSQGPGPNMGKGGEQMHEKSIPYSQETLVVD
# APJ ag = agonists of human APJ apelin receptor; CHO-K1 APJ PathHunter beta-arrestin, luminescence; 0% DMSO wells, 100% apelin; 0.11% of 330,000 active; P35414; activation, % at 20 µM; AID 2520;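 active = activation more than six SD over the plate average, tested at 20 µM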;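 also: 0% = DMSO alone and 100% = apelin-13 at 10 nM; some results filed as inactive read as strong as hits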
#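 Test system – PathHunter CHO-K1 APJ (AGTRL-1) beta-arrestin reporter cells · Input – 1000 cells/well · Compound – single test compound dose, 20 µM final, 1% DMSO · Times – compound stimulation 90 min at 25 °C, detection 60 min · Technique – beta-gal luminescence · Read-out basis – APJ–arrestin association signal · Control set – negative DMSO alone, positive Apelin-13 at 10 nM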
# tim23-1 inh = inhibits growth of tim23-1 mutant yeast. S. cerevisiae tim23-1 growth, BacTiter-Glo luminescence, 24 h. inhibition, % at 20 µM. 1.3% of 330,000 active;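 active = growth inhibition of the mutant yeast at or above 50%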;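 also: temperature-sensitive mutant grown at 25 °C; plate controls were DMSO-treated mutant yeast for no effect and medium wells lacking yeast for full effect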
# * hit, by the source's call. Not all compounds are listed (hit frequency here may not be typical).
SMILES,CHOP UPR activ,Mdm2 MdmX PPI,UPR XBP1 act,tim10-1 inh,TIM10 inh,CXCR6 inh,APJ antagonist,APJ ag,tim23-1 inh
CCOC(=O)c1c(CN(CC)CC)oc2cc(Br)c(O)cc12,-1.7,2,4,5,5,-2,-62,-4,2
CC(C)CN1CCC(=O)N(CCO)CC1,-0.6,-2,-5,-10,-11,0,9,3,-7
COc1ccc(C(=O)Nn2c(SCC(=O)NC3CCCCC3)nc3ccccc3c2=O)cc1,-5.6,18,-6,9,-4,0,-12,-1,-14
O=C(CN(Cc1ccccc1)C(=O)CCl)c1cccc(Br)c1,13,100*,-6,32,17,-10,4,-5,57*
Cc1cnc(NC(=O)CC2OC(=O)c3ccccc32)s1 (configuration not stated),-0.8,10,0,3,-2,2,6,1,-8
CC(C)N1C(=O)C(Cc2nc3ccccc3c(=O)n2-c2ccccc2)c2ccccc21 (configuration not stated),1.2,-5,1,15,39,4,19,-3,45
Cc1cccc(CS(=O)(=O)Cc2ccc(C(=O)O)o2)c1,-0.3,15,-1,-2,6,2,-17,-2,-6
Cc1no[n+]([O-])c1COc1ccccc1/C=C1\NC(=S)NC1=O,-2.4,16,1,20,-3,-4,1,2,11
O=C(NCc1ccco1)c1cc(S(=O)(=O)N2CCCCC2)ccc1Cl,0.1,1,-2,7,-5,-3,10,0,14
NCCCC[C@H](NC(=O)C1CCNCC1)c1nnc([C@@H](N)Cc2ccc(O)cc2)o1,0.2,-18,-1,-16,-9,5,-62,-4,-9
COc1ccc(S(=O)(=O)Nc2cccc3c2O[C@H](CN(C)Cc2ccccc2)[C@@H](C)CN([C@H](C)CO)C3=O)cc1,-0.3,-26,0,0,5,7,10,-3,3
COc1ccc(CCNC(=O)C2CC2)cc1OC,-0.9,7,-2,-11,-3,4,11,-5,8

# Results in CXCR6 inh and tim23-1 inh (three entries from above):
Compound	CXCR6 inh	tim23-1 inh
Cc1no[n+]([O-])c1COc1ccccc1/C=C1\NC(=S)NC1=O	-4	11
O=C(NCc1ccco1)c1cc(S(=O)(=O)N2CCCCC2)ccc1Cl	-3	14
NCCCC[C@H](NC(=O)C1CCNCC1)c1nnc([C@@H](N)Cc2ccc(O)cc2)o1	5	-9

# (list continues)
SMILES,CHOP UPR activ,Mdm2 MdmX PPI,UPR XBP1 act,tim10-1 inh,TIM10 inh,CXCR6 inh,APJ antagonist,APJ ag,tim23-1 inh
O=C(CSC1=Nc2ccccc2C2CC=NN12)Nc1ccc(F)cc1Cl (configuration not stated),0.3,-12,13,25,20,7,6,-4,26
CC(C)CNc1nc(Oc2ccc(=O)n(C)n2)nc(N2CCOCC2)n1,-3.0,9,0,-2,1,-21,23,-6,8
CN(Cc1ccco1)C(=O)CN1C(=O)NC(c2ccccc2)(c2ccccc2)C1=O,-0.6,-3,-2,5,11,-8,22,8,20
COc1ccc(C(CC(=O)Nc2ncccc2C)N2Cc3ccccc3C2=O)cc1OC (configuration not stated),-0.9,-1,-1,14,-3,2,18,-1,21
Cc1nc2ccccc2c(=O)n1/N=C/c1ccc(OC(F)F)cc1,1.2,6,-4,-40,-9,6,-17,-3,-8
CCC(C)N(C(=O)CN1C(=O)NC2(CCc3ccccc32)C1=O)C1CCS(=O)(=O)C1 (configuration not stated),-0.7,-1,-2,-25,6,-3,-11,-3,6
CC(=O)N1Cc2[nH]c3ccccc3c2CC1C(=O)O (configuration not stated),3.2,6,-1,-2,0,-6,5,-2,5
CCOc1ccc(NC(=O)COC(=O)c2ccc3ncsc3c2)cc1OCC,-0.6,21,-2,0,1,5,3,-3,11
O=C1C(c2ccccc2)SC(=Nc2ccccc2)N1S(=O)(=O)c1ccccc1 (configuration not stated),3.2,3,2,15,3,-18,10,-5,14
COc1cccc(NC(=O)CSc2nn3c(=O)c(C)nnc3s2)c1,1.0,19,-4,-19,0,0,0,0,-3
CCOc1ccc(NC(=O)C2CCN(S(=O)(=O)c3ccc4c(c3)NC(=O)C(C)S4)CC2)cc1 (configuration not stated),2.6,32,-6,-4,-15,-8,2,7,-20
O=C(COc1ncnc2ccc(Br)cc12)N1CCOCC1,0.0,6,-3,-8,-5,6,-6,-1,-1
COc1ccc2nc(N/C(N)=N/C(=S)Nc3ccccc3)nc(C)c2c1,1.1,26,7,50*,37,6,-26,3,44
COC(=O)c1ccccc1NC(=O)CCCn1nc([N+](=O)[O-])cc1C,0.7,8,-2,5,-2,-1,-9,-1,18
Cc1ccc(C(=O)OCC(=O)Nc2cc(C(C)(C)C)nn2-c2ccccc2)c(O)c1,-1.0,10,-2,-8,6,-4,15,-5,1
CCOC(=O)C(NC(=O)c1ccccc1Cl)(Nc1ccc(C(F)(F)F)cc1)C(F)(F)F (configuration not stated),-1.0,-12,-2,11,23,-1,-3,-2,18
CN(C)S(=O)(=O)c1cccc(-c2cn3cccnc3n2)c1,0.7,-25,0,6,9,-2,-8,4,8
CCc1nnc(NS(=O)(=O)c2ccc(NC(=O)c3cc(Cl)ccc3[N+](=O)[O-])cc2)s1,1.8,2,-5,-6,-6,4,11,3,-3
CC(=O)/C(=N/Nc1ccc(Br)cc1)Sc1cccc2cccnc12,0.1,18,0,25,10,10,-7,-1,26
Cc1cccc(N2CC(C(=O)Nc3ccc(S(=O)(=O)N4CCOCC4)cc3)CC2=O)c1C (configuration not stated),-0.2,10,-3,4,-1,1,3,-2,13
COc1ccccc1CN(Cc1cc2c(C)ccc(C)c2[nH]c1=O)Cc1nnnn1Cc1ccco1,0.1,35,-1,25,24,7,0,-1,28
COc1ccc(NC(=O)c2cc(C(=O)Nc3ccc(OC)cc3OC)cc([N+](=O)[O-])c2)c(OC)c1,-1.0,-3,0,14,6,-3,7,-4,8
O=C(O)CNC(=O)/C(=C\c1ccc2c(c1)OCO2)NC(=O)c1ccc(Br)cc1,-1.6,14,-2,6,3,0,12,0,13
O=C(NC1CCCc2ccccc21)c1ccccc1Br (configuration not stated),-2.7,12,-1,14,19,-4,-1,-6,13
O=C(COc1ccc(Cl)cc1Br)Nc1ccccc1N1CCCC1,1.5,-11,0,11,-9,-6,-12,-6,4
COc1ccccc1-c1ccc(SCc2ccc([N+](=O)[O-])cc2)nn1,-0.1,-7,1,11,16,-10,-7,-4,29
Cc1ccc(NC(=O)CCN2C(=O)NC(C)(C)C2=O)cc1F,0.7,18,-3,0,-6,-2,15,-9,5
Cc1cccn2c(=O)c3cc(C(=O)N4CCN(Cc5ccccc5)CC4)sc3nc12,2.3,-4,6,18,11,2,-16,-2,39
c1ccc(CCn2c(C3CC3)nc3ccccc32)cc1,0.0,23,0,30,19,6,18,-4,17
Cc1ccc(-c2csc(N(C)C(=O)c3c(C)nn(-c4ccccc4)c3Cl)n2)cc1,0.5,-5,-4,3,-3,5,1,-3,4
COc1ccc(CCNC(=O)c2c(O)c3ccccc3n(C)c2=O)cc1,1.0,28,-4,-37,-23,-1,8,-3,35
Cc1ccccc1NC(=O)C1COc2ccccc2O1 (configuration not stated),-0.7,8,-2,-3,-8,12,9,-2,11
O=C(NCCN1CCNC1=O)C1CCC(=O)N(Cc2ccccc2F)C1 (configuration not stated),3.5,5,-1,7,-1,2,6,-1,-3
Cc1cccc2cc(CN(Cc3cccs3)C(=S)NCC3CCCO3)c(=O)[nH]c12 (configuration not stated),0.2,13,0,5,1,6,-4,-4,24
CCCn1c(SCC(=O)NCc2ccccc2)n[nH]c1=O,2.1,9,-3,-4,-21,-4,11,-5,3
O=C1CCCN1c1ccc(S(=O)(=O)NCc2ccco2)cc1,-4.5,30,-5,0,-15,-4,-18,-2,0
O=C(c1cc(-c2ccccc2)nc2ccccc12)N1CCN(c2ccccn2)CC1,0.3,-11,-1,24,28,15,10,7,33
CCOC(=O)C1(Cc2ccccc2C)CCCN(C(=O)c2ccc3nccnc3c2)C1 (configuration not stated),2.4,24,-4,6,-21,5,-4,1,8
Cc1ccc(NC(=O)N(CCCN2CCOCC2)Cc2cc3cc4c(cc3[nH]c2=O)OCO4)cc1,0.7,20,-3,27,15,7,-5,-5,12
Cn1c(CN2CCCC2)nc2cc(NC(=O)c3ccco3)ccc21,2.7,0,2,-1,9,4,5,3,23
Cc1noc(/C=C/c2ccco2)c1S(=O)(=O)N1CCC(C(=O)N(C)Cc2ccccc2)CC1,-0.8,5,-1,21,32,5,-23,-1,-5
Cc1sc2ncn(CC(=O)NCCCC(=O)NCc3ccc(F)cc3)c(=O)c2c1C,-0.7,18,6,-16,-17,-1,-21,-2,6
O=C(CSc1nnc(CNC(=O)C23CC4CC(CC(C4)C2)C3)n1-c1ccccc1)Nc1ccc(F)cc1,-0.5,32,-1,17,5,-12,-11,0,12
COc1ccccc1C(=O)Nc1sc(C(=O)N2CCCC2)c(C)c1C#N,3.2,7,0,8,22,7,1,-2,10
Cc1nc2ccc(S(=O)(=O)NC(C(=O)N3CCn4c3nc3ccccc34)C(C)C)cc2s1 (configuration not stated),1.1,-9,-1,0,3,1,11,-4,0
Cc1ccc(CNC(=O)CCc2nc3ccccc3c(=O)[nH]2)cc1,-0.3,9,-3,-8,-5,3,9,-7,12
O=C(Nc1ccccc1C(=O)NCCc1ccccc1)c1ccco1,1.7,15,7,21,97*,4,-4,-3,23
FC(F)(F)c1cc(-c2ccccc2)nc(N2CCCCC2)n1,1.0,24,-3,9,-9,-25,15,-3,10
COc1cc2c(cc1OC)C1(Nc3c-2c(C)nn3-c2ccccc2)C(=O)Nc2ccccc21 (configuration not stated),-0.1,9,0,29,10,-3,-18,-3,22
Cc1cc(C)c(S(=O)(=O)Nc2ccc(Cl)cn2)c(C)c1,-1.0,10,-7,19,9,4,2,3,37
CN(C(=O)CSc1ccc2c(c1)OCCO2)c1ccccc1,4.6,-8,0,13,19,7,-6,-4,28
Oc1ccc(-c2csc(Nc3ccccn3)n2)c(O)c1,5.0,-89,6,26,10,-7,-31,-1,72*
O=C(CC(C(=O)NCc1ccccc1)c1nc2ccccc2c(=O)[nH]1)NCc1ccccc1 (configuration not stated),1.9,8,1,10,9,3,13,-3,-5
COc1ccccc1NC(=O)c1cc(-c2cc(OC)c(OC)c(OC)c2)nc2ccccc12,4.2,55*,1,30,8,7,-10,3,27
COc1ccccc1OCC(O)CN1CCOCC1 (configuration not stated),2.3,11,0,-7,-2,-4,-1,-4,-5
COc1cccc(N(CC(=O)Nc2ccc3c(c2)OCO3)S(=O)(=O)c2ccccc2)c1,0.2,-5,1,28,20,-4,-1,1,23
CC(=O)NC(Cc1ccccc1)C(=O)NC1CCN(C(=O)c2ccc([N+](=O)[O-])cc2)CC1 (configuration not stated),0.0,13,-1,8,-15,2,6,0,7
COc1ccc(CN2CCc3ccccc3C2)c(OC)c1OC,-0.4,-23,-3,-2,-9,17,-1,2,13

# In another format: entries from further up
# Below each SMILES: CHOP UPR activ | Mdm2 MdmX PPI | UPR XBP1 act | tim10-1 inh | TIM10 inh | CXCR6 inh | APJ antagonist | APJ ag | tim23-1 inh
COc1ccc(CN2CCc3ccccc3C2)c(OC)c1OC
→ -0.4 | -23 | -3 | -2 | -9 | 17 | -1 | 2 | 13
Cc1cc(C)c(S(=O)(=O)Nc2ccc(Cl)cn2)c(C)c1
→ -1.0 | 10 | -7 | 19 | 9 | 4 | 2 | 3 | 37
